From PubChem BioAssay
LMPTP inh: LMPTP phosphatase inhibitors, primary screen, biochemical, fluorescence intensity, uHTS | 360,000 tested, 0.22% active | Low molecular weight phosphotyrosine protein phosphatase (Homo sapiens), P24666 | inhibition, % at 20 µM | recombinant LMPTP-A, OMFP fluorogenic substrate | AID 651560, 2012;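 active = compounds that cut the enzyme signal by at least half of the control window in the single-dose screen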;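 also: plate controls were DMSO wells with enzyme plus substrate for no effect and substrate without enzyme for full effect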
Target sequence (P24666 whole entry, looked up): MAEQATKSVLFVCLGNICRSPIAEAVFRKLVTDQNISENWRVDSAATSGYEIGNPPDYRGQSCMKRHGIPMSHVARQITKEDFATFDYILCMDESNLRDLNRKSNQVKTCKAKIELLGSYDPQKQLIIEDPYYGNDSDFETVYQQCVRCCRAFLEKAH
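test system = LMPTP-A | amount = 0.625 nM LMPTP-A final | reagent = fluorogenic phosphatase substrate OMFP at 400 µM final | incubation = 50 min at room temperature | benchmarks = no-enzyme low control, uninhibited high control | medium = Bis-Tris pH 6.0, DTT, detergent | signal = fluorescence intensity of OMFP turnover product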
DNMT1 block: human DNMT1 methyltransferase inhibitors, primary screen, biochemical, molecular beacon, fluorescence, HinP1I cleavage, uHTS; 360,000 tested, 0.83% active; inhibition (reported as % activation of signal), % at 10 µM; AID 588458, 2011; DNA (cytosine-5)-methyltransferase 1 (Homo sapiens), P26358; in the data active = inhibition above about 50%
TbMetRS inhib: T. brucei MetRS inhibitors, primary screen, biochemical, luminescence; methionyl-tRNA synthetase (Trypanosoma brucei brucei); purified T. brucei MetRS, ATP depletion, Kinase-Glo luminescence; inhibition, % at 11.9 µM; 360,000 tested, 0.4% active;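 active = inhibition above a per-plate cutoff of the control wells' mean inhibition plus 3 SD, cut at about 5.5% in these data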;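 also: 0% = DMSO wells median and 100% = median of wells with control inhibitor compound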
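System: purified T. brucei MetRS enzyme / Detection: Kinase-Glo luciferase luminescence reporting remaining unconsumed ATP / Medium: HEPES buffer with MgCl2, KCl, DTT, spermine, BSA, pyrophosphatase / Replication: singlicate, one well per compound / Evaluation: percent inhibition relative to median high and low control wells / Schedule: 2 h aminoacylation at 25 °C after 15 min preincubation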
NRP1-CendR mod: modulators of CendR peptide binding to NRP-1, primary screen, biochemical, fluorescence polarization, uHTS; Neuropilin-1 (Homo sapiens), O14786; FAM-RPARPAR peptide binding to NRP-1; inhibition, % at 25 µM; 360,000 tested, 0.85% active; AID 602438, 2012;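 active = inhibition or corrected inhibition above about 18%, plus a signal ratio from 0.5 to 1.5, limit read from the data, passing the limit was not always enough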; also: strong numbers were not always called active
Scp-1 inhibitor: Scp-1 phosphatase inhibitors, primary screen, biochemical, colorimetric, uHTS; AID 493091, 2011; inhibition, % at 20 µM; Recombinant Scp1, phosphopeptide, malachite green phosphate absorbance; 340,000 tested, 0.88% active;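 active = inhibition above about 50% at 20 µM, limit read from the data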;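 also: plate controls were DMSO wells with enzyme for no effect and wells lacking enzyme for full effect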
Target sequence (Q9GZU7 76-261 limits assumed): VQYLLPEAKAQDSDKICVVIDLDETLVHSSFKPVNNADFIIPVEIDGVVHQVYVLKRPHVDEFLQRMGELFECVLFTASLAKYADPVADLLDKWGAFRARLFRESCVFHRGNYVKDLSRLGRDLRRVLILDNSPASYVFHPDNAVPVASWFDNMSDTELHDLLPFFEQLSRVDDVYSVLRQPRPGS
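Incubation: 45 min enzyme reaction at room temperature / System: truncated SCP-1 phosphatase (76-261aa) / Reagent: Phospho 17-mer peptide substrate / Buffer or medium: Acidic Tris acetate buffer with magnesium and detergent / Signal: absorbance at 630 nm / Doses: one concentration, 20 µM, with 1.0% DMSO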
SUMO1-SIM PPI: modulators of SUMO1 protein-protein interactions, primary screen, biochemical, uHTS. SUMO1 binding to a labelled peptide, TR-FRET, 1 h. inhibition, % at 20 µM. 360,000 tested, 0.33% active; in the data active = inhibition above about 37%
Target sequence (P63165 whole entry, looked up): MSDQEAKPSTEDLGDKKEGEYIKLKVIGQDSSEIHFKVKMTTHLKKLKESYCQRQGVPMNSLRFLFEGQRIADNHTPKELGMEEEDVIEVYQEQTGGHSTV
MsrA inhibitor: bovine MsrA enzyme inhibitors, primary screen, biochemical, absorbance, HTS | 360,000 tested, 0.75% active | purified bovine MsrA, absorbance read-out | inhibition, % at 15.5 µM | Methionine sulfoxide reductase A (Bos taurus); in the data active = inhibition above about 4.5%;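 also: 0% = vehicle wells with enzyme and 100% = reference inhibitor wells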
bovine MsrA act: bovine MsrA enzyme activators, primary screen, biochemical, absorbance, HTS; 360,000 tested, 0.3% active; Methionine sulfoxide reductase A (Bos taurus); AID 602163, 2012; activation, % at 10.6 µM; purified bovine MsrA, absorbance read-out; in the data active = activation above about 7.5%;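 also: 0% = vehicle and 100% = reference activator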
STEP block: STEP phosphatase inhibitors, primary screen, biochemical, fluorescence intensity, uHTS | Tyrosine-protein phosphatase non-receptor type 5 (Homo sapiens), P54829 | recombinant STEP, OMFP fluorogenic substrate | inhibition, % at 20 µM | 360,000 tested, 0.25% active;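 active = inhibition at 20 µM, scaled per plate between control wells, above about 37%, limit read from the data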;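 also: 0% = DMSO with enzyme and substrate and 100% = substrate only without enzyme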
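Material: STEP (striatal-enriched tyrosine phosphatase) enzyme, cell-free | Medium: 50 mM Bis-Tris pH 6.0 with 2.5 mM DTT and 0.005% Tween 20 | Read-out: Percent inhibition scaled to no-enzyme and uninhibited-enzyme controls, plate-pattern corrected | Signal: Fluorescence read at 480 nm ex / 540 nm em | Times: 20 min reaction, room temperature, in the dark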
E coli Lon inh: inhibitors of E. coli Lon protease, primary screen, biochemical, fluorescence polarization; purified E. coli Lon protease; inhibition, % at 7.94 µM; 360,000 tested, 0.42% active; AID 602123, 2011; in the data active = inhibition above about 13%, passing the limit was not always enough;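 also: 0% = enzyme with probe and DMSO and 100% = no enzyme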
Numbers without * were called inactive; . = no result given.

#	LMPTP inh	DNMT1 block	TbMetRS inhib	NRP1-CendR mod	Scp-1 inhibitor	SUMO1-SIM PPI	MsrA inhibitor	bovine MsrA act	STEP block	E coli Lon inh	mol
1	2.2	-15	-0.5	-1	-2	-10	1.0	-5	2	-1	CCN(C(=O)CSc1nc2n[nH]c(C)c2c(=N)n1-c1ccc(Cl)c(C)c1)c1cccc(C)c1
2	-0.3	6	-0.6	0	-5	-3	1.8	-6	-2	-4	COc1ccccc1CNS(=O)(=O)c1ccc(C)cc1
3	2.9	-9	-0.3	-11	-7	8	3.0	2	-1	10	CCc1cc2c(=O)c(-c3nc4ccccc4[nH]3)coc2c(CN2CCCCC2C)c1O (stereo not drawn)
4	-0.9	0	-0.3	-4	-10	-15	-0.1	-1	0	3	CC(C)CC(=O)Nc1c2c(nn1-c1ccc([N+](=O)[O-])cc1)CS(=O)(=O)C2
5	-0.8	1	-0.8	4	-5	1	0.4	-4	-4	-10	CC(CN1CCCC1)OC(=O)c1ccccc1Cl (stereo not drawn)
6	-2.1	-1	0.2	5	-2	3	-0.1	-2	0	-7	CN1CCN(c2ccc(S(=O)(=O)N3CCCCC3)cc2NC(=O)c2ccc(C#N)cc2)CC1
7	4.7	5	-0.6	-7	8	-3	-1.6	-1	0	1	OC(COc1cccc2ccccc12)CN1CCN(c2ccccc2Cl)CC1 (stereo not drawn)
8	0.0	-1	-0.7	1	7	-6	2.2	-10	6	-10	Cc1cc(CNC(=O)C(C)n2cc([N+](=O)[O-])cn2)c2ccccc2n1 (stereo not drawn)
9	0.2	-18	0.0	-15	-4	7	0.5	0	9	5	COc1ccc(C(=O)NC(=S)NCc2ccc(-c3nc4ccccc4o3)cc2)cc1OC
10	0.2	1	-1.5	-11	-3	-1	3.3	-12	-3	2	CC(C)(C)Cc1nnc(NS(C)(=O)=O)s1
11	-0.9	-12	-0.3	-15	-7	-6	1.8	-2	2	-7	O=C(CC1C(=O)NCCN1CCCc1ccccc1)NCCc1ccccc1F (stereo not drawn)
12	-0.6	3	-1.9	5	-2	3	-0.8	-11	3	-15	CCc1c(C)sc(NC(=O)OC)c1C(N)=O
13	-2.2	0	-0.9	-5	-8	-20	1.0	-5	-2	-6	COc1ccc2c(c1)C(=O)CC(c1ccc(OC)c(OC)c1)O2 (stereo not drawn)
14	-1.0	1	-0.2	-4	.	-2	.	-2	-1	-7	CCOC(=O)Cn1nc(C)c(NC(=O)COc2ccc(F)cc2F)c1C
15	-1.0	15	-0.4	18	-10	-2	0.5	3	-1	0	CC(=O)Nc1cc2c3ccccc3ccc2c2ccccc12
16	-1.9	1	-0.3	7	-9	-1	0.6	-3	1	0	CCC(C)(C)C(=O)Nc1cccc(Cl)c1C
17	-0.6	-1	3.9	-14	-6	3	-0.2	-1	7	-7	O=C(CNC(=O)c1ccco1)OCc1ccc(Cl)cc1
18	1.5	-2	-0.5	-15	4	-7	2.5	-3	1	-9	COc1cc(/C=C/C(=O)OC(C)C(=O)c2ccccc2)cc(OC)c1OC (stereo not drawn)
19	-1.4	0	0.4	-6	-8	-10	0.8	-2	-1	1	Cc1nc2sc(C(c3cccs3)N3CCC(C(N)=O)CC3)c(O)n2n1 (stereo not drawn)
20	1.2	-10	-0.1	-11	4	1	0.9	-2	1	0	Cc1ccccc1Nc1nc(N)nc(COC(=O)CCNS(=O)(=O)c2ccccc2)n1
21	1.4	-5	-0.5	-2	4	0	0.8	-8	1	-4	Cc1cc(C(=O)COC(=O)c2ccccc2NCCO)c(C)n1CC1CCCO1 (stereo not drawn)
22	2.6	0	-0.7	-2	-1	5	3.4	-9	-1	-3	CCn1c2ccccc2c2nc3cc(C(=O)O)ccc3nc21
23	0.2	-1	-0.4	-3	-2	-3	-1.8	-5	-2	2	CCN(c1ccc(NC(=O)CCNC(=O)c2ccco2)cc1)C(C)C
24	-1.1	0	-0.9	8	-6	1	1.1	-9	1	-2	O=c1[nH]c(=O)n(Cc2ccco2)c2c1C(C(F)(F)F)(C(F)(F)F)N=C(CCC1CCCCC1)N2
25	-0.7	0	-1.3	-11	-4	20	0.3	-2	4	3	COc1ccc(-c2cc3c(=O)n(CC(=O)NCc4cccnc4)ncn3n2)cc1

Copied from the list:
Result of `CCc1cc2c(=O)c(-c3nc4ccccc4[nH]3)coc2c(CN2CCCCC2C)c1O` (stereo not drawn) under SUMO1-SIM PPI: 8
Result of `CN1CCN(c2ccc(S(=O)(=O)N3CCCCC3)cc2NC(=O)c2ccc(C#N)cc2)CC1` under TbMetRS inhib: 0.2
Result of `CCOC(=O)Cn1nc(C)c(NC(=O)COc2ccc(F)cc2F)c1C` under TbMetRS inhib: -0.2
Result of `CCn1c2ccccc2c2nc3cc(C(=O)O)ccc3nc21` under SUMO1-SIM PPI: 5

6 compounds from above with just TbMetRS inhib:
cpd	SMILES	TbMetRS inhib
12	CCc1c(C)sc(NC(=O)OC)c1C(N)=O	-1.9
13	COc1ccc2c(c1)C(=O)CC(c1ccc(OC)c(OC)c1)O2 (stereo not drawn)	-0.9
14	CCOC(=O)Cn1nc(C)c(NC(=O)COc2ccc(F)cc2F)c1C	-0.2
15	CC(=O)Nc1cc2c3ccccc3ccc2c2ccccc12	-0.4
16	CCC(C)(C)C(=O)Nc1cccc(Cl)c1C	-0.3
17	O=C(CNC(=O)c1ccco1)OCc1ccc(Cl)cc1	3.9

Whole records, quoted from the list. Values in the order: LMPTP inh | DNMT1 block | TbMetRS inhib | NRP1-CendR mod | Scp-1 inhibitor | SUMO1-SIM PPI | MsrA inhibitor | bovine MsrA act | STEP block | E coli Lon inh
`Cc1cc(CNC(=O)C(C)n2cc([N+](=O)[O-])cn2)c2ccccc2n1` (stereo not drawn) across the screens: 0.0 | -1 | -0.7 | 1 | 7 | -6 | 2.2 | -10 | 6 | -10
`COc1ccc(-c2cc3c(=O)n(CC(=O)NCc4cccnc4)ncn3n2)cc1` across the screens: -0.7 | 0 | -1.3 | -11 | -4 | 20 | 0.3 | -2 | 4 | 3

Continuation.
#	LMPTP inh	DNMT1 block	TbMetRS inhib	NRP1-CendR mod	Scp-1 inhibitor	SUMO1-SIM PPI	MsrA inhibitor	bovine MsrA act	STEP block	E coli Lon inh	mol
26	-0.6	5	-0.3	9	-8	-29	0.2	-3	1	8	O=C(O)c1ccccc1C(=O)c1cccc2c(Br)cccc12
27	1.9	0	-0.7	2	-5	3	2.1	-4	2	0	Cc1ccc(C)n1Cc1ccccc1Cl
28	-2.6	-2	-0.2	6	33	1	-1.0	0	-2	-2	c1ccc(Sc2ccccc2CN2CCCC2)cc1
29	2.8	2	-1.3	-3	-4	-20	-1.3	-4	12	2	Cc1nc([N+](=O)[O-])nn1C12CC3CC(CC(Br)(C3)C1)C2
30	3.5	-3	-1.3	-18	-1	-1	-1.4	-11	1	-7	COc1ccc(-c2nn(C)c(=O)c3ccccc23)cc1NC(=O)COc1ccc(C)cc1
31	-1.3	2	-0.3	2	-5	1	0.8	-7	-4	11	Cc1cc(C)cc(NC(=O)C2(c3cccs3)CCOCC2)c1
32	-2.1	2	0.3	19	-2	-1	-1.3	-2	-2	2	NC(=O)c1ccccc1NC(=O)Cc1cccs1
33	2.5	1	-0.1	7	-6	0	0.2	-4	2	1	Cc1cc(C)c(S(=O)(=O)c2ccccc2)c(OC(=O)c2c(Cl)cccc2Cl)n1
34	0.4	2	-0.1	-6	3	1	0.3	-2	2	-6	C/C(N)=C(/C#N)C(=O)CSc1nnc(COc2cc(C)ccc2C)o1
35	-0.4	2	0.1	3	-4	-3	-0.4	-1	0	-7	CC(=O)Nc1ccccc1C(=O)N1CC2(C)CC1CC(C)(C)C2 (stereo not drawn)
36	-1.4	-1	-0.9	-13	-11	4	-0.1	-4	0	-1	CCOC(=O)Cn1c(=O)oc2cc(S(=O)(=O)NCCc3ccc(OCC)c(OCC)c3)ccc21
37	-0.3	1	-0.5	13	-7	-1	0.4	-3	-2	-5	CC1CN(C(=O)COC(=O)c2ccc(Cl)c(N)c2)CC(C)O1 (stereo not drawn)
38	0.8	-2	-0.5	-2	-2	-4	-1.3	-4	4	7	CC(C(=O)N1c2ccc(F)cc2CCC1C)N1C(=O)c2ccccc2C1=O (stereo not drawn)
39	-0.2	4	-0.6	-2	5	-23	0.3	-4	-4	0	NC(=O)C1CCN(C(=O)CSc2ccsc2[N+](=O)[O-])CC1
40	2.1	-1	-0.4	2	-4	3	-0.9	-4	0	-3	O=S(=O)(c1cccc2ccccc12)N1CCC2CC1c1cc(-c3ccc(F)cc3)ccc12 (stereo not drawn)
